Bioassay records as filed in PubChem BioAssay.
KB-3-1 cytotox – kills parental KB-3-1 adenocarcinoma cells | KB-3-1 viability, CellTiter-Glo ATP luminescence, 72 h | 400,000 tested, 1.4% active | Potency, µM (titrated, usually from 46.1 µM), without a hit: at the top dose activity change, negative = cytotoxic, usual class: cytotoxic | AID 1347075; also: potency is read from the fitted curve at half-maximal effect; % is scaled to controls: 0 for no effect and ±100 for the full control effect; nearly all actives have a fitted effect of over 60% in size
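Multi-concentration cytotoxicity screen in KB-3-1 cells grown in DMEM lacking phenol red with 10% FBS. After 72 h at 37 °C with compound, ATP-dependent luminescence was recorded.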
WRN helicase inh – inhibitors of human WRN helicase. WRN helicase unwinding, fluorescent forked duplex, kinetic. Potency, µM (doses to about 114 µM), inactives show at the top dose activity change, negative = inhibition, hits mostly inhibitors. Q14191. 360,000 tested, 0.46% active; also: potency is read from the fitted curve at half-maximal effect; % is scaled to controls: 0 for no effect and ±100 for the full control effect; nearly all actives have a fitted effect of over 55% in size
Target sequence (Q14191 whole entry, looked up): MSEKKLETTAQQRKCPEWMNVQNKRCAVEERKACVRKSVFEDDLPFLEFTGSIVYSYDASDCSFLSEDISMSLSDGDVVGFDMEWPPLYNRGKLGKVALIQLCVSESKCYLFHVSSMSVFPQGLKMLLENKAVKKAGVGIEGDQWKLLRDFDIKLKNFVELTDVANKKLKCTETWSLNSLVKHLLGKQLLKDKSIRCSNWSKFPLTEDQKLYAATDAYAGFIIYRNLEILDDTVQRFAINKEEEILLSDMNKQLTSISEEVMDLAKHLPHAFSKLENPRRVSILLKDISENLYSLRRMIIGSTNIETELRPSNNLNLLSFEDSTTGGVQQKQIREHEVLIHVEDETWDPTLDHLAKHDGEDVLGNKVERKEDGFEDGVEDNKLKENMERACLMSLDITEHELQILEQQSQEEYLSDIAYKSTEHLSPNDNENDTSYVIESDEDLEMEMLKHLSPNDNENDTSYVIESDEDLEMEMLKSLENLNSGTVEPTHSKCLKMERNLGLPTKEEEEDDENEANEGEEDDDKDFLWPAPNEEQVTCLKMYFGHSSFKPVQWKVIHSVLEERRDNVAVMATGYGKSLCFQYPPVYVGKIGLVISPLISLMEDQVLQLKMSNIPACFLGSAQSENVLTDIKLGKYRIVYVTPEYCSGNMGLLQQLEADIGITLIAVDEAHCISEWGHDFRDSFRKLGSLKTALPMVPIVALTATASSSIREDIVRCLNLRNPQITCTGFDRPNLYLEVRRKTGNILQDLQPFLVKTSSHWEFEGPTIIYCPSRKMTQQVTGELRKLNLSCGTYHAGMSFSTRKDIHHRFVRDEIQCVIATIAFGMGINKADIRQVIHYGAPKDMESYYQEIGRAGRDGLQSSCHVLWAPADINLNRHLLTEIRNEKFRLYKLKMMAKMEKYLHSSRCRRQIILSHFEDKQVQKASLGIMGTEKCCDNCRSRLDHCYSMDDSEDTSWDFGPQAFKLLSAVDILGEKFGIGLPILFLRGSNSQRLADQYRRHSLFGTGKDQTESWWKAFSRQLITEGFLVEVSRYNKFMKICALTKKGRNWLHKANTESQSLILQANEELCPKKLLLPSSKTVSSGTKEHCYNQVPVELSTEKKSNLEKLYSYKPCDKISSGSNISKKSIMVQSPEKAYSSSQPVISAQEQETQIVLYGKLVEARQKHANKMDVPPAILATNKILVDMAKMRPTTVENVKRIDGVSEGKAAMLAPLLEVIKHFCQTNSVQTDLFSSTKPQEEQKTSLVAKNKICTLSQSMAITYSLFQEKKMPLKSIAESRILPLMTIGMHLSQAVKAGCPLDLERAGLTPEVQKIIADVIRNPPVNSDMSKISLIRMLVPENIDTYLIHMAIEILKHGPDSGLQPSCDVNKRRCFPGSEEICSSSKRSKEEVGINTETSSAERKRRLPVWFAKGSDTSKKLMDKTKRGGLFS
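Screening of the MLSMR collection measured strand separation of a quenched forked DNA duplex (100 nM) by 20 nM WRN with 2 mM ATP, all final. Compounds were preincubated with enzyme 15 min at room temperature.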
IL1B secr inh – inhibitors of inflammasome signaling (IL-1 beta secretion); activity change, % at 57.5 µM; AID 743279; 360,000 tested, 4.7% active; THP-1 LPS/ATP IL-1B secretion, AlphaLISA, 16 h; stronger effect = lower value; in the data active = activity change below about -50%; inconclusive = mostly about -30% to -49%; also: % is scaled to controls: 0 for no effect and ±100 for the full control effect
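THP-1 cells pretreated 1 hr with compounds (up to 57.5 uM final), then stimulated with LPS (250 ng/mL final) plus ATP (1.25 mM final); secreted IL-1B measured by AlphaLISA after 16 hr, decreased signal indicating inhibition.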
SW480 rerep – induces DNA re-replication in SW480 colon adenocarcinoma cells. SW480 DNA re-replication, Hoechst DNA content imaging, 48 h. Potency, µM (series often up to 46.1 µM), inactives show at the top dose re-replication activation, usual class: activators. 340,000 tested, 1.8% active. AID 624297; also: potency is read from the fitted curve at half-maximal effect; % of control where 0% means no effect; nearly all actives have a fitted effect of over 55% in size
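Cells (250 per well) received 23 nL compound or DMSO by pin tool and were kept 48 hr at 37 C, 5% CO2. Nuclei were then stained with Hoechst for 40 min and scanned for DNA content.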
MCF10A rerep – inducers of DNA re-replication in MCF 10A breast cells. AID 624296. 350,000 tested, 2.9% active. MCF 10A DNA re-replication, Hoechst nuclear intensity, 48 h. Potency, µM (titrated, usually from 46.1 µM), inactives show at the top dose activity, positive = re-replication, most hits filed as activators; also: potency is read from the fitted curve at half-maximal effect; % of control where 0% means no effect; nearly all actives have a fitted effect of over 50% in size
HT1080 IDH1KD tx – HT-1080 IDH1 knockdown cell toxicity (counter line). HT-1080 IDH1 knockdown viability, ATP luminescence, 48 h. Potency, µM (series often up to 46.1 µM), inactives show at the top dose activity, negative = toxicity, actives largely listed as cytotoxic. 360,000 tested, 2% active. AID 686971;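 also: potency is read from the fitted curve at half-maximal effect; 0% = DMSO wells and -100% = cell-free medium wells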
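Assay cells: HT-1080 with IDH1 knockdown, 750 per well, RPMI/5% FBS. Exposure: 48 h at 37 °C following 2 h pre-incubation. Read: CellTiter-Glo luminescence; fitted concentration-response, curve class assigned.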
KB-V1 cytotox – kills drug-selected multidrug resistant KB-V1 cells; KB-V1 MDR cells viability, CellTiter-Glo, 72 h; Potency, µM (highest dose often 46.1 µM), inactives show at the top dose activity change, negative = cytotoxicity, hits mostly cytotoxic; 400,000 tested, 3.4% active; also: potency is read from the fitted curve at half-maximal effect; % is scaled to controls: 0 for no effect and ±100 for the full control effect; nearly all actives have a fitted effect of over 60% in size
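Following 72 h at 37 degrees C with compound, KB-V1 cell viability was read by CellTiter-Glo luminescence, medium being phenol-red-free DMEM plus 10% FBS; concentration-response parameters came from normalized, curve-fitted qHTS data.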
ATXN2 expr inh – reduces ATXN2 reporter expression in HEK-293 cells | 360,000 tested, 0.72% active | AID 1745845 | HEK-293 ATXN2-luciferase reporter, luminescence, 24 h | Potency, µM (series often up to 57 µM), for the others: at the top dose activity change, negative = inhibition, most hits filed as inhibitors; also: potency is read from the fitted curve at half-maximal effect; % is scaled to controls: 0 for no effect and ±100 for the full control effect; nearly all actives have a fitted effect of over 55% in size
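ATXN2-luciferase reporter cells (luciferase flanked by upstream and downstream ATXN2 gene portions) were treated 24 h at 37 °C with compounds at up to 57 uM. SteadyGlo luminescence gave expression; GF-AFC fluorescence gave viability.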
HT1080-NT tox – kills 2HG-producing HT-1080-NT fibrosarcoma cells; HT-1080-NT fibrosarcoma viability, CellTiter-Glo ATP luminescence, 48 h; Potency, µM (doses to about 46.1 µM), for inactives: at the top dose activity, negative = less viability, most hits filed as cytotoxic; 360,000 tested, 1.6% active; AID 686970;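 also: NT is the 2HG producing partner of a matched IDH1 knockdown line; potency is read from the fitted curve at half-maximal effect; 0% = DMSO-treated cells and -100% = media-only wells without cells; nearly all actives have a fitted effect of over 55% in size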
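Viability by CellTiter-Glo luminescence after 48 h compound exposure at 37C of HT-1080-NT cells (750/well, RPMI, 5% FBS). % activity scaled between DMSO wells and medium-only wells, then curve-fitted and categorized by curve class.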
Starred values were filed as active, the others as inactive; ? = inconclusive; nt = not tested or not shown; & = joins results of further samples; [ ] = remark or other dose. Unless noted, calls follow the shape of the dose curve; as a rule, active = well fitted curve in the direction sought with a large enough effect; inconclusive = small, poorly fitted or top-dose-only effect, or another doubt; inactive = no such curve, though single readings can be large; an effect the other way counts as inactive or inconclusive.

| SMILES | KB-V1 cytotox | HT1080 IDH1KD tx | ATXN2 expr inh | SW480 rerep | KB-3-1 cytotox | HT1080-NT tox | WRN helicase inh | IL1B secr inh | MCF10A rerep |
| --- | --- | --- | --- | --- | --- | --- | --- | --- | --- |
| Cc1nnsc1-c1c(C(=O)O)c(C)nn1-c1ccc(OC(F)(F)F)cc1 | 5% | -1% | -17% | -7% | 5% | 13% | 2% | nt | -5% |
| Cc1cccc2nc(-c3ccco3)c(Nc3ccc4c(c3)OCO4)n12 | -27%&2% | -16% | 5%&-15% | -7% | -13%&-16% | -5% | -2% | -2 | 4% |
| CC(=O)c1c(C)[nH]c(C(=O)Nc2cccc(S(=O)(=O)N3CCCC3)c2)c1C | -18% | 0% | 39%[activator] | -5% | ? | 3% | -18% | 10 | ? |
| O=C1CC(N2CCN(c3ccc(S(=O)(=O)N4CCOCC4)cc3)CC2)C(=O)N1Cc1ccccc1 (configuration not stated) | 0% | 9% | -24% | 0% | 8% | 3% | -4% | -2 | 6% |
| COC(=O)C1C(=O)C2=C(CC1C)Nc1ccccc1NC2c1ccc(C)s1 (configuration not stated) | 13% | 23% | 1% | 0% | 5% | 0% | -4% | 2 | ? |
| O=C(Cc1ccc(Br)cc1)N1CCN(c2ccccc2)CC1 | ? | -1% | 1% | -3%[9.22 µM] | 15% | -2% | -4% | ? | 0% |
| COC(=O)NCC(c1cccnc1)N1CCN(c2ccccc2OC)CC1 (configuration not stated) | 17% | 2% | -1% | 2% | 12% | -1% | 3% | 3 | 1% |
| O=C(Nc1ccc(C(=O)O)cc1)/C(=C\c1ccc2c(c1)OCO2)NC(=O)c1ccccc1Cl | -1% | 3% | nt | nt | -1% | -3% | 3% | -20 | nt |
| COc1cc2cc(CCCOC(=O)c3ccc4c(c3)OCO4)oc(=O)c2cc1OC | -13% | 1% | 5% | 0% | 22% | 11% | -7% | 31 | -2% |
| CCc1ccc(N(CC(=O)N2CCN(Cc3ccccc3)CC2)S(C)(=O)=O)cc1 | -15% | -3% | -16% | ? | -2% | -2% | 7% | 9 | -6% |
| CN(Cc1ccccc1)c1nc(N)c([N+](=O)[O-])c(Nc2cccc(F)c2)n1 | 0% | -20% | nt | -10% | ? | -5% | -8% | 0 | 8% |
| COc1ccccc1-n1c(SCC(=O)Nc2cccc3ccccc23)nc(O)cc1=O | 5% | -12% | 8% | -1% | 3% | -4% | -21% | 14 | 2% |
| CCC1(C)Cc2c(C#N)c(N)n(-c3ccccc3)c(=S)c2CO1 (configuration not stated) | ? | -1% | -16% | -10% | 3% | 6% | 3% | -5 | 7% |
| COc1ccc(C(=O)Nc2ncc3c(n2)CC(c2ccco2)CC3=O)cc1 (configuration not stated) | 1% | -10% | -15% | -5%[9.22 µM] | 14% | -6% | -8% | -8 | ? |
| Cc1ccc(NC(=O)CSc2ncnc3ccccc23)cc1S(=O)(=O)N1CCOCC1 | 2% | ? | 38% | -2% | 6% | ? | -5% | -100* | 13% |
| CN1CCC(CO)(Cc2ccccc2)CC1 | 14% | 18% | nt | -14% | 2% | 3% | -4% | 11 | 5% |
| COc1ccccc1CC(=O)NC1CCCCCC1 | 20% | 10% | -11% | -36%[inhibitor] | 12% | 3% | -4% | -20 | -9% |
| CN(C(=O)COC(=O)C12CC3CC(CC(C3)C1)C2)c1c(N)n(Cc2ccccc2)c(=O)[nH]c1=O | -4% | -3% | 2% | -4% | -23% | -4% | 11% | -8 | -6% |
| Nc1ncnc(NCc2ccc(F)cc2)c1[N+](=O)[O-] | 2% | -11% | -19% | -1% | 15% | -2% | -1% | 6 | ? |
| Cn1cnc([N+](=O)[O-])c1Sc1ccncn1 | 16% | -10% | nt | nt | -2% | -10% | 8% | -5 | nt |
| CSc1nnc2n(-c3ccc(C)cc3)c(=O)c3c4c(sc3n12)COC(C(C)C)C4 (configuration not stated) | -1% | 0% | -4% | 0% | 13% | -3% | -6% | -11 | -4% |
| COCCn1c(SCC(=O)N2CCCC2)nnc1-c1ccoc1C | 19% | 4% | -5% | 4% | -8% | 1% | 0% | 5 | -7% |
| O=C(CCl)N1CCCC1c1ccc2c(c1)OCCO2 (configuration not stated) | ? | 18µM* | ? | ? | ? | 23µM* | 3% | -102* | 19% |
| CC(C)CNS(=O)(=O)c1ccc(CCC(=O)NC2CCCCC2)cc1 | ? | 0% | -9% | 0% | 9% | 5% | 2% | 24 | 7% |
| Cn1c(-c2ccccc2)cnc1SCC(=O)N1CCCc2ccccc21 | 5.8µM* | 5% | 8% | -3% | -11% | 15% | 8% | ? | 20% |

Other compounds:
| SMILES | KB-V1 cytotox | HT1080 IDH1KD tx | ATXN2 expr inh | SW480 rerep | KB-3-1 cytotox | HT1080-NT tox | WRN helicase inh | IL1B secr inh | MCF10A rerep |
| --- | --- | --- | --- | --- | --- | --- | --- | --- | --- |
| O=C(CCSc1ccccn1)c1ccccc1 | -3% | ? | 9% | ? | 8% | 5% | -14% | ? | ? |
| S=C(Nc1ccccn1)NC1CCCCC1 | -18% | ? | -6% | -11% | ? | 0% | 8% | nt | 1% |
| CCO[C@H]1OC(C(=O)N2CCN(Cc3ccccc3)CC2)=C[C@@H](c2ccccc2)[C@@H]1CCCO | 6% | 11% | 6% | ? | 0% | 22% | 6% | -5 | -44%[inhibitor] |
| Cc1c(C(=O)Nc2ccccc2C(=O)N2CCCC2)cccc1[N+](=O)[O-] | 0% | 7% | nt | -130%[inhibitor] | 3% | 11% | -2% | 17 | -1% |
| Cc1ccc(C(C(=O)NC2CCCCC2)N(C(=O)c2csnn2)C2CC2)cc1 (configuration not stated) | 4% | -12% | 21% | 6% | ? | 6% | 3% | 6 | -1% |
| O=C(NCCN1CCCC1)c1ccc(CS(=O)(=O)c2c(Cl)cccc2Cl)o1 | 42% | 1% | 3% | 3% | 6% | -4% | -3% | -1 | -1% |
| COC(=O)c1ccc(CN(c2ccccn2)S(=O)(=O)c2ccccc2)cc1 | -17% | 2% | 14% | -3% | -12% | -2% | -7% | 20 | 17% |
| COc1cc(OC)cc(C(=O)Nc2ccccc2C(=O)N2CCCC2)c1 | -15% | 1% | 0% | -5% | 2% | -1% | 1% | -3 | -2% |
| Nc1nonc1-n1nnc(C(=O)N/N=C/c2cccnc2)c1-c1cccs1 | ? | 11% | 4% | 25% | 11% | 1% | 4% | -11 | -5% |
| O=C(c1ccc(-n2cnnn2)cc1)N1CCCCC1 | -2% | 12% | 2% | -2% | 0% | 8% | -2% | 16 | -2% |
| O=C(O)c1cccnc1SCc1cccc(Cl)c1 | ? | 7% | 7%&15% | 0% | 16%&2% | ? | 2% | 92 | 0% |
| CCOC(=O)CNC(=O)c1sc2nc(C)cc(C)c2c1N | 2% | 22% | 18% | -3% | ? | 28% | 7% | ? | 2% |
| COC(=O)c1ccc2nc(-c3ccc(Cl)cc3)c(Cc3ccsc3)n2c1 | 21µM* | 17% | 7% | nt | ? | 13% | -9% | 33 | nt |
| CN1CCN(C(c2cccc(C(F)(F)F)c2)c2nnnn2Cc2ccccc2)CC1 (configuration not stated) | -1% | ? | -8% | 18% | 13% | ? | -11%[57.1 µM] | -54* | -5% |
| COc1cc2c(cc1NC(=S)Nc1ccccc1C)oc1ccccc12 | 0% | 8% | 8% | -2% | 1% | 7% | -7% | -29 | 15% |
| Cc1sc2ncnc(SCC(=O)c3ccc(O)cc3O)c2c1C | -28% | -2% | 2% | -6% | 3% | 0% | 5% | 43 | 0% |
| O=C(NCC1CCCO1)/C(=C\c1ccc(Cl)cc1)NC(=O)c1ccccc1 (configuration not stated) | ? | -3% | -12% | 5% | 2% | -4% | 5% | 3 | -3% |
| Cc1cccc(NC(=S)NCc2ccncc2)c1C | -16% | -3% | 0% | -2% | -18% | 5% | -7% | 22 | 5% |
| N/C(=N\N=C\c1cccs1)SC1CC(=O)N(c2cccc([N+](=O)[O-])c2)C1=O (configuration not stated) | 5% | 27% | -25% | -2% | 13% | 17% | 1%[57.1 µM] | 16 | 16% |
| O=C(CSc1nc2ccccc2[nH]1)c1cccs1 | -5% | -3% | 99%[activator] | -1% | 1% | -2% | -10% | 26 | -4% |
| COC(=O)c1ccc(C(=O)OC)c(NC(=O)CCS(=O)(=O)Cc2ccccc2)c1 | 26% | 1% | -1% | 2% | 21% | 11% | 1% | 9 | -1% |
| CCOC(=O)c1ccccc1NS(=O)(=O)c1cnn(CC)c1C | ? | 7% | 5% | 0% | -4% | 6% | -2% | 19 | 1% |
| COc1ccc(Nc2nc(N)nc(CSC(=S)N3CCC(C)CC3)n2)cc1 | ? | -5% | 14% | -5% | 6% | 0% | 0% | -14 | 2% |
| O=C(CCc1nnc(CCCc2ccccc2)o1)NCCc1ccccc1 | -18% | 6% | 6% | -8% | -12% | 3% | -11% | -11 | ? |
| CCC(=O)N1CCc2cc(S(=O)(=O)NC(CC(C)C)C(=O)N3CCc4ccccc43)ccc21 (configuration not stated) | 13µM* | 2% | 5% | ? | 10% | -16% | -7% | 6 | 7% |
| Cc1ccc(NC(=S)Nc2ccccn2)cc1C | 0% | -1% | 3% | -1% | -1% | 15% | -5% | 57 | -9% |

Retrieved by structure from the entries so far:
| SMILES | KB-V1 cytotox | HT1080 IDH1KD tx | ATXN2 expr inh | SW480 rerep | KB-3-1 cytotox | HT1080-NT tox | WRN helicase inh | IL1B secr inh | MCF10A rerep |
| --- | --- | --- | --- | --- | --- | --- | --- | --- | --- |
| Cn1cnc([N+](=O)[O-])c1Sc1ccncn1 | 16% | -10% | nt | nt | -2% | -10% | 8% | -5 | nt |
| O=C(c1ccc(-n2cnnn2)cc1)N1CCCCC1 | -2% | 12% | 2% | -2% | 0% | 8% | -2% | 16 | -2% |
